High-throughput results from PubChem.
CHO-K1 Ca antag: nonselective inhibitor or artifact in parental CHO-K1 cells. ATP-induced calcium, Fluo-8 fluorescence. inhibition, % at 3 µM. 360,000 compounds, 0.6% hits. AID 602250;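 active = inhibition above a per-plate cutoff, the plate's mean sample inhibition plus 3 SD, cut at about 24% in these data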;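 note: 0% = DMSO plus EC80 ATP and 100% = DMSO alone without ATP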
CHO parental Ca: counter-screen: ATP calcium response change in parental CHO cells; parental CHO-K1, ATP-induced calcium, Fluo-8 fluorescence; inhibition, % at 5.6 µM; 330,000 compounds, 0.63% hits;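 active = inhibition above that plate's mean sample inhibition plus 3 SD, cut at about 26% in these data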;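 note: 0% = ATP-challenged DMSO wells and 100% = DMSO wells without ATP; some compounds past the cut are filed as inactive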
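Test system: untransfected parental CHO cell line; also added: ATP stimulus; dosing: 5.6 µM, single dose; signal: calcium-sensitive Fluo-8 fluorescence; measure: percent inhibition of ATP-evoked calcium rise, normalized to controls; benchmarks: low control ATP plus DMSO, high control DMSO only; replication: one well per compound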
CHRM1 agonist: agonists of human M1 muscarinic receptor; AID 588814; CHO-K1 hM1, Fluo-8 calcium fluorescence, agonist mode; 0% DMSO, 100% acetylcholine EC100; activation, % at 3 µM; P11229; 360,000 compounds, 0.33% hits;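 active = activation above the run's mean compound activation plus 3 SD, cut at about 16% in these data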;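 note: peak over basal fluorescence ratio within a 140 s kinetic read after compound addition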
CHRM4 antagonist: blocks acetylcholine activation of human M4 receptor; AID 624125; CHO-hM4 cells, ACh EC80, Fluo-8 calcium fluorescence; inhibition, % at 3 µM; 360,000 compounds, 0.73% hits;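 active = inhibition above its plate's cutoff, the mean inhibition of sample wells plus 3 SD, cut at about 27% in these data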;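 note: 0% = acetylcholine EC80 with DMSO and 100% = DMSO without agonist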
Target sequence (P08173 whole entry, looked up): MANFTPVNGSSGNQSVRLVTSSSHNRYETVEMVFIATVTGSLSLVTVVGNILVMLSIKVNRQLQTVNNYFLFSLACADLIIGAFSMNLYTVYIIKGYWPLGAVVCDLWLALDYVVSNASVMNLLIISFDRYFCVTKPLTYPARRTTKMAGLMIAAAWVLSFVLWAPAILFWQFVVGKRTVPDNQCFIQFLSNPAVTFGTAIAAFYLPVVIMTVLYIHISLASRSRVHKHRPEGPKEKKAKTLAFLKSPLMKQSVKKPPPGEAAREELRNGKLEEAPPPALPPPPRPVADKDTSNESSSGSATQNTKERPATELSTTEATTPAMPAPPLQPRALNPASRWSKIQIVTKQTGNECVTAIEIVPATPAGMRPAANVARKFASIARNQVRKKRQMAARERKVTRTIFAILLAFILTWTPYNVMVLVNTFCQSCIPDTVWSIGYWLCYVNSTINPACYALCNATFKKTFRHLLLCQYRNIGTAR
M1 ag parental: M1 agonist counterscreen hit in parental CHO-K1 cells; AID 602248; Fluo-8 calcium fluorescence; scaled to maximal ATP response, vehicle zero; activation, % at 3 µM; 360,000 compounds, 0.48% hits; in the data active = activation above about 15%;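 note: untransfected CHO-K1 host cells lacking M1 receptor as counterscreen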
CHRM1 PAM: potentiates human M1 receptor response to acetylcholine. P11229. CHO-K1 hM1, Fluo-8 calcium fluorescence, ACh EC20; 0% = ACh EC20, 100% = maximal ACh. activation, % at 3 µM. 360,000 compounds, 0.088% hits. AID 588819; in the data active = activation above about 19%, passing the limit was not always enough
M4 ag: CHRM4 agonism in calcium assay; P08173; CHO-K1 hM4/Gqi5, Fluo-8 calcium fluorescence; vehicle 0%, full acetylcholine response 100%; activation, % at 3 µM; 360,000 compounds, 0.14% hits;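 active = activation above the run mean over all test wells plus 3 SD, cut at about 32% in these data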;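 note: peak over basal fluorescence ratio per well then scaled between controls; 0% = DMSO wells and 100% = acetylcholine at EC100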
CHRM1 antagonist: blocks human M1 muscarinic receptor; P11229; CHO-K1 hM1, Fluo-8 calcium fluorescence, ACh EC80 antagonist; inhibition, % at 3 µM; 360,000 compounds, 1.3% hits;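 active = percent inhibition above its own plate's cutoff, namely the mean of that plate's compound wells plus 3 SD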;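 note: peak over basal fluorescence ratio during 140 s after agonist addition; 0% = ACh EC80 plus DMSO and 100% = DMSO alone without agonist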
OXTR potentiate: human OXTR potentiation | 320,000 compounds, 0.061% hits | P30559 | CHO-OTR cells, Fluo-8 calcium fluorescence, potentiator mode; 0% = oxytocin EC15, 100% = EC100 | activation, % at 3 µM;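 active = activation above that plate's cutoff, the mean activation of tested compounds plus 3 SD, cut at about 6.6% in these data, passing the limit was not always enough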;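 note: 100% uses oxytocin at 75 nM as the full agonist control; some results filed as inactive read as strong as hits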
Target sequence (P30559 whole entry, looked up): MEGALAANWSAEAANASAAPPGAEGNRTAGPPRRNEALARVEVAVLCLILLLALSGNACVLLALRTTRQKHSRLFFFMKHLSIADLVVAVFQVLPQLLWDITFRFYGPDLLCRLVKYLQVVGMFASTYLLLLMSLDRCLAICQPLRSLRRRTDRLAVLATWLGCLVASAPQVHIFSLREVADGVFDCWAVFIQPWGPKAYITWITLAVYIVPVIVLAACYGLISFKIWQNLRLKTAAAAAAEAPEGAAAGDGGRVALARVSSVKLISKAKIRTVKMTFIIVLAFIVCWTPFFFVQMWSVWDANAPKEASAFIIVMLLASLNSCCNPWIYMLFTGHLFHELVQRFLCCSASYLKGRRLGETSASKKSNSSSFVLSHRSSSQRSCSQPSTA
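Replication – single well per compound, singlicate · Assay system – CHO cell line stably expressing human OTR · Timing – 6 min pre-incubation, 100 s read · Measure – normalized max/min fluorescence ratio, % activation · Doses – 3.0 µM, one dose · Detection – Fluo-8 calcium dye fluorescence · Probe or stimulus – oxytocin near EC15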
Starred values were filed as active, the others as inactive. An unsorted share of the library; overall some 2.9% were active at least once.

Cc1oc2cc(O)cc(C)c2c(=O)c1-c1cnn(-c2ccccc2)c1 was read as CHO-K1 Ca antag -1, CHO parental Ca -8, CHRM1 agonist 2, CHRM4 antagonist 1, M1 ag parental 4.2, CHRM1 PAM -7, M4 ag 8, CHRM1 antagonist -7 and OXTR potentiate -17.
Screening COc1ccc(CNC(=O)[C@H](C)NC(=O)C2CC(=O)N(c3ccc(OC)cc3)C2)cc1 (stereo not given in full) returned CHO-K1 Ca antag -15, CHO parental Ca -4, CHRM1 agonist -2, CHRM4 antagonist 1, M1 ag parental 1.2, CHRM1 PAM -1, M4 ag 0, CHRM1 antagonist 24 and OXTR potentiate -6.
COc1ccc(S(=O)(=O)n2nc(-c3ccc(Cl)cc3)cc2N)cc1 was read as CHO-K1 Ca antag -2, CHO parental Ca -6, CHRM1 agonist -1, CHRM4 antagonist 0, M1 ag parental -0.6, CHRM1 PAM 4, M4 ag -1, CHRM1 antagonist -12 and OXTR potentiate -3.
Cc1ccc(S(=O)(=O)N(C)CC(=O)N2CCc3ccccc32)cc1 was read as CHO-K1 Ca antag -7, CHO parental Ca -16, CHRM1 agonist -4, CHRM4 antagonist 5, M1 ag parental 0.0, CHRM1 PAM 2, M4 ag -1, CHRM1 antagonist 4 and OXTR potentiate -4.
Screening CCC(C)NC(=O)CC(NS(=O)(=O)c1ccc(C)cc1)c1ccc(OC)cc1 (stereo not given) returned CHO-K1 Ca antag -12, CHO parental Ca -22, CHRM1 agonist -4, CHRM4 antagonist 6, M1 ag parental -0.1, CHRM1 PAM 2, M4 ag 0, CHRM1 antagonist -2 and OXTR potentiate -9.
Screening CCOC(=O)C1=C(CC)OC(N)=C(C#N)C1c1ccc(OC)cc1OC (stereo not given) returned CHO-K1 Ca antag -10, CHO parental Ca -25, CHRM1 agonist -6, CHRM4 antagonist -13, M1 ag parental 0.7, CHRM1 PAM 5, M4 ag 1, CHRM1 antagonist -3 and OXTR potentiate -17.
`COc1ccc(CCNC(=O)CN2C(=O)COc3ccc(S(=O)(=O)N4CCOCC4)cc32)c(OC)c1` gave CHO-K1 Ca antag -17, CHO parental Ca -15, CHRM1 agonist -4, CHRM4 antagonist -10, M1 ag parental 0.2, CHRM1 PAM -1, M4 ag 1, CHRM1 antagonist -1 and OXTR potentiate -5.
COc1ccccc1CNC(=O)c1cccs1 was read as CHO-K1 Ca antag -8, CHO parental Ca -3, CHRM1 agonist -3, CHRM4 antagonist -13, M1 ag parental 0.1, CHRM1 PAM 4, M4 ag 1, CHRM1 antagonist -8 and OXTR potentiate -2.
`COc1ccccc1Nc1nnc(Cc2ccccc2)c(=O)[nH]1` gave CHO-K1 Ca antag 4, CHO parental Ca -24, CHRM1 agonist -11, CHRM4 antagonist 0, M1 ag parental -0.3, CHRM1 PAM 5, M4 ag 1, CHRM1 antagonist 0 and OXTR potentiate -6.
For COc1cccc2cc(C(=O)NCc3ccc(Cl)cc3)c(=N)oc12 the results were CHO-K1 Ca antag -8, CHO parental Ca 3, CHRM1 agonist -2, CHRM4 antagonist 7, M1 ag parental -0.2, CHRM1 PAM -2, M4 ag 0, CHRM1 antagonist -2 and OXTR potentiate -12.
Screening CC1(C)Oc2ccc3ccc(=O)oc3c2C(/C=N/O)=C1Cl returned CHO-K1 Ca antag 5, CHO parental Ca -3, CHRM1 agonist -6, CHRM4 antagonist 10, M1 ag parental 0.2, CHRM1 PAM 3, M4 ag 1, CHRM1 antagonist -14 and OXTR potentiate -4.
CCCc1nnc(NC(=O)C(=O)NCCN(C)C)s1 was read as CHO-K1 Ca antag -8, CHRM1 agonist -5, CHRM4 antagonist -12, M1 ag parental 0.8, CHRM1 PAM 8, M4 ag 0 and CHRM1 antagonist -18.

Brought forward from above: 3 compounds, followed by the next part.
For COc1cccc2cc(C(=O)NCc3ccc(Cl)cc3)c(=N)oc12 the results were CHO-K1 Ca antag -8, CHO parental Ca 3, CHRM1 agonist -2, CHRM4 antagonist 7, M1 ag parental -0.2, CHRM1 PAM -2, M4 ag 0, CHRM1 antagonist -2 and OXTR potentiate -12.
Screening CC1(C)Oc2ccc3ccc(=O)oc3c2C(/C=N/O)=C1Cl returned CHO-K1 Ca antag 5, CHO parental Ca -3, CHRM1 agonist -6, CHRM4 antagonist 10, M1 ag parental 0.2, CHRM1 PAM 3, M4 ag 1, CHRM1 antagonist -14 and OXTR potentiate -4.
CCCc1nnc(NC(=O)C(=O)NCCN(C)C)s1 was read as CHO-K1 Ca antag -8, CHRM1 agonist -5, CHRM4 antagonist -12, M1 ag parental 0.8, CHRM1 PAM 8, M4 ag 0 and CHRM1 antagonist -18.
Screening COc1ccc(C2=NOC(C(=O)NCc3ccc(F)cc3)C2)cc1 (stereo not given) returned CHO-K1 Ca antag -27, CHO parental Ca -18, CHRM1 agonist -2, CHRM4 antagonist 10, M1 ag parental 0.6, CHRM1 PAM -2, M4 ag 0, CHRM1 antagonist 3 and OXTR potentiate -8.
Screening COc1ccc(OC)c(NC(=O)C(CCS(C)(=O)=O)NC(C)=O)c1 (stereo not given) returned CHO-K1 Ca antag -30, CHO parental Ca 3, CHRM1 agonist -2, CHRM4 antagonist -1, M1 ag parental 0.8, CHRM1 PAM 2, M4 ag 1, CHRM1 antagonist -7 and OXTR potentiate -1.
COc1cc(NS(=O)(=O)c2ccc(NC(=O)CN3C(=O)c4ccccc4C3=O)cc2)ncn1 was read as CHO-K1 Ca antag -6, CHO parental Ca 0, CHRM1 agonist -4, CHRM4 antagonist 11, M1 ag parental 0.4, CHRM1 PAM 0, M4 ag 2, CHRM1 antagonist -10 and OXTR potentiate 8.
`O=C(O)CSc1nnc(-c2cc3ccccc3o2)n1-c1ccccc1` gave CHO-K1 Ca antag 9, CHO parental Ca -6, CHRM1 agonist -2, CHRM4 antagonist 16, M1 ag parental 0.2, CHRM1 PAM -3, M4 ag 0, CHRM1 antagonist -5 and OXTR potentiate 0.
Screening CCCn1c(CCC(=O)O)ccc1-c1ccc(F)cc1 returned CHO-K1 Ca antag -16, CHO parental Ca -3, CHRM1 agonist -6, CHRM4 antagonist 2, M1 ag parental 0.5, CHRM1 PAM 4, M4 ag 2, CHRM1 antagonist -1 and OXTR potentiate -6.
`Cn1cnc(S(=O)(=O)N2CCCCC2c2cc(C(=O)Nc3ccccc3Cl)no2)c1` (stereo not given) gave CHO-K1 Ca antag 0, CHRM1 agonist 1, CHRM4 antagonist -13, M1 ag parental 0.7, CHRM1 PAM 11, M4 ag 3 and CHRM1 antagonist -17.
`Cc1ccc(-c2csc(NCCc3nc4cc(Cl)c(Cl)cc4n3CCOCCO)n2)cc1` gave CHO-K1 Ca antag 6, CHO parental Ca -27, CHRM1 agonist -4, CHRM4 antagonist -2, M1 ag parental -0.3, CHRM1 PAM 12, M4 ag 9, CHRM1 antagonist -2 and OXTR potentiate -9.
Screening CC1=Nc2cc(C(=O)N3CCCC3)ccc2Sc2ccc(C)cc21 returned CHO-K1 Ca antag -20, CHO parental Ca -8, CHRM1 agonist -3, CHRM4 antagonist -3, M1 ag parental 1.4, CHRM1 PAM 7, M4 ag 1, CHRM1 antagonist -7 and OXTR potentiate -4.
`O=c1cc(CN2CCCCCCC2)c2c(ccc3ccccc32)o1` gave CHO-K1 Ca antag 7, CHRM1 agonist -10, CHRM4 antagonist -23, M1 ag parental 0.1, CHRM1 PAM -2, M4 ag -2 and CHRM1 antagonist -7.
For Cc1cc(C)c(C#N)c(Nc2ccccc2)n1 the results were CHO-K1 Ca antag -15, CHO parental Ca 3, CHRM1 agonist -5, CHRM4 antagonist 4, M1 ag parental -0.4, CHRM1 PAM -1, M4 ag -1, CHRM1 antagonist 2 and OXTR potentiate 2.
`CC(=O)Nc1nc(COc2ccccc2)cs1` gave CHO-K1 Ca antag -11, CHO parental Ca -5, CHRM1 agonist -6, CHRM4 antagonist 3, M1 ag parental 2.6, CHRM1 PAM 10, M4 ag 1, CHRM1 antagonist -10 and OXTR potentiate 1.
Screening COc1ccc(-c2cccc(-c3cc(=O)oc4cc(OC)cc(OC)c34)c2)cc1 returned CHO-K1 Ca antag -5, CHO parental Ca -38, CHRM1 agonist -3, CHRM4 antagonist -6, M1 ag parental -0.2, CHRM1 PAM -5, M4 ag -1 and CHRM1 antagonist 14.
CC1CCCCN1C(=O)c1cc(F)c(F)cc1Cl (stereo not given) was read as CHO-K1 Ca antag -1, CHO parental Ca 2, CHRM1 agonist -5, CHRM4 antagonist 8, M1 ag parental 0.1, CHRM1 PAM 6, M4 ag 0, CHRM1 antagonist -17 and OXTR potentiate -2.
COc1ccc(OC)c(C2C(C(=O)Nc3ccc(F)cc3)=C(C)Nc3nc(CCCO)nn32)c1 (stereo not given) was read as CHO-K1 Ca antag -1, CHO parental Ca -17, CHRM1 agonist -4, CHRM4 antagonist -19, M1 ag parental 0.1, CHRM1 PAM 2, M4 ag 1, CHRM1 antagonist -12 and OXTR potentiate -3.
Screening O=C(CN1C(=O)NC2(CCCCC2)C1=O)Nc1cc(C(F)(F)F)ccc1N1CCCCC1 returned CHO-K1 Ca antag -9, CHO parental Ca -13, CHRM1 agonist -1, CHRM4 antagonist -17, M1 ag parental 0.6, CHRM1 PAM -6, M4 ag 0, CHRM1 antagonist -4 and OXTR potentiate -7.
CC1=CCC(C(=O)O)C(C(=O)O)C1 (stereo not given) was read as CHO-K1 Ca antag 5, CHO parental Ca -1, CHRM1 agonist -1, CHRM4 antagonist -4, M1 ag parental 0.1, CHRM1 PAM 2, M4 ag 0, CHRM1 antagonist -7 and OXTR potentiate -5.
Screening Cn1cccc1Cc1nnc(SCC(=O)NCc2ccco2)n1CCc1ccccc1 returned CHO-K1 Ca antag -3, CHO parental Ca -22, CHRM1 agonist -4, CHRM4 antagonist 0, M1 ag parental 0.1, CHRM1 PAM 4, M4 ag 0, CHRM1 antagonist -3 and OXTR potentiate -4.
Cc1cn(C2OC(COC(=O)c3ccccc3)C(O)C2O)c(=O)[nH]c1=O (stereo not given) was read as CHO-K1 Ca antag 3, CHO parental Ca -12, CHRM1 agonist -1, CHRM4 antagonist 2, M1 ag parental 1.0, CHRM1 PAM 10, M4 ag 0, CHRM1 antagonist -13 and OXTR potentiate -9.
`CCc1noc(C)c1C(=O)Nc1cccc(S(=O)(=O)N(C)c2ccccc2)c1` gave CHO-K1 Ca antag -1, CHO parental Ca 5, CHRM1 agonist 1, CHRM4 antagonist -14, M1 ag parental 1.6, CHRM1 PAM 3, M4 ag 12, CHRM1 antagonist -5 and OXTR potentiate -11.
Screening CCOC(=O)N1CCN(CC(O)COc2ccc(-c3ccccc3)cc2)CC1 (stereo not given) returned CHO-K1 Ca antag -2, CHO parental Ca -11, CHRM1 agonist -2, CHRM4 antagonist -1, M1 ag parental 2.6, CHRM1 PAM -1, M4 ag 3, CHRM1 antagonist -1 and OXTR potentiate -8.
